From PubChem
S1P3 antagonist = antagonists of human S1P3 receptor. hit rate 0.27% among 170,000. AID 485. Q99500. inhibition, % at 4.98 µM. CHO S1P3 NFAT-BLA reporter, FRET fluorescence, antagonist mode;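 active = inhibition above the plate cutoff, the mean inhibition of test wells on that plate plus 3 SD, cut at about 28% in these data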;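 note: cells challenged with S1P at its EC80 of 0.8 µM; blue over green emission ratio from cleaved BLA substrate after 4 h stimulation; 0% = S1P-stimulated wells and 100% = unstimulated DMSO-only wells; some compounds past the cut are filed as inactive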
Target sequence (Q99500 whole entry, looked up): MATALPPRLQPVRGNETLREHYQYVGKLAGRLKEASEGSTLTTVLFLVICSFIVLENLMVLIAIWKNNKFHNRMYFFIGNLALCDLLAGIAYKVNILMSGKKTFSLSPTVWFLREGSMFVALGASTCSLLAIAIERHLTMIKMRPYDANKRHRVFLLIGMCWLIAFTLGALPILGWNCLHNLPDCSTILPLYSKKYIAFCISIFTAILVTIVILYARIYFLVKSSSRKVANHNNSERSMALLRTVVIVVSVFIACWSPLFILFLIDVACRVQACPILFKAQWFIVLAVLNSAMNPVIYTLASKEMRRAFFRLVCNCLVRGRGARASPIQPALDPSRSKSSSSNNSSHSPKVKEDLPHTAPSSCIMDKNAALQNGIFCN
* = called active by the depositor. This is a subset; count on the stated rates, not on these rows.

SMILES	S1P3 antagonist
Cc1ccc(-c2nc(-c3ccccn3)no2)cc1[N+](=O)[O-]	11.2
COc1ccc(Cc2noc(CN(C)CC3CCN(Cc4ccccc4)CC3)n2)cc1OC	14.4
Cc1nc(C(=O)NNC(=O)c2ccccc2)c(C(F)(F)F)o1	4.8
Cc1ccn(C)c(=N)c1	-12.2
CSc1nc(C)nc(N/C=C(\C#N)S(=O)(=O)c2ccccc2Cl)n1	0.2
CC(Cc1ccccc1)NC(=S)CN1CCCC1=S (stereo not drawn)	-2.1
COc1ccc2nccc(C(N)=O)c2c1	-5.0
Fc1ccc(Nc2nnc(C(F)(F)F)s2)cc1Cl	4.2
S=C(Nc1ccccc1)N1CCOCCOCCN(C(=S)Nc2ccccc2)CCOCCOCC1	3.7
C[C@]12CC(O)C3C(CCC4=CC(=O)CC[C@@]43C)C1CCC2c1csc(-c2ccccc2)n1 (stereo partly drawn)	-29.6
Cc1onc(-c2c(Cl)cccc2Cl)c1CO/N=C(\C#N)c1c(Cl)cccc1Cl	13.4
FC(F)(F)c1nc2ccccc2[nH]1	-4.4
CC(=O)c1ccc(N2CCN(S(=O)(=O)c3cccc4nonc34)CC2)cc1	-6.1
O=S(=O)(NCCC1CC1(Cl)Cl)c1ccc(Cl)cc1 (stereo not drawn)	12.4
COc1ccc(CN2C(=O)CSC2c2ccccn2)cc1 (stereo not drawn)	-3.8
COc1cc(/C=C/c2ccc3c(Br)cc(Br)c(O)c3n2)ccc1O	14.4
Cn1cc(Br)c(-c2cccc(NC(=O)CCC(=O)O)c2)n1	7.1
CN(C)CCNc1nc2sc3c(c2c(=O)n1CCc1ccccc1)CCCCC3	-2.9
Nc1ccc(C(=O)OCC(=O)NC2CCS(=O)(=O)C2)cc1[N+](=O)[O-] (stereo not drawn)	-0.8
Nc1nc(-c2ccc(-n3nncc3-c3ccco3)cc2)cs1	4.7
Cc1cc(Oc2ncccc2[N+](=O)[O-])c2cc(Cl)ccc2n1	7.9
Cc1cc(C)cc(NC(=S)/C(=C(\[O-])c2ccc(Cl)cc2Cl)[n+]2ccc(C(C)(C)C)cc2)c1	-14.4
O=S(=O)(c1cc(Cl)sc1Cl)N1CCCC1	1.9
Cc1cc(C)nc(/N=C(\N)Nc2ccc(C(C)C)cc2)n1	5.3
Cc1nn2c(C)c(C(=O)Nc3ccccc3)cnc2c1-c1ccccc1	-19.4
SMILES	S1P3 antagonist
COc1ccc(OC)c(N/C(=N/C(=S)Nc2ccccc2)Nc2nc(C)cc(C)n2)c1	-8.0
N#C/C(=C\c1cccnc1)c1ccc(Br)cc1	4.6
CCNC(=O)COC(=O)c1cccc(Br)c1	0.5
Cc1ccc(C)c(NC(=S)N(C2CCCCC2)C(C)c2cccnc2)c1 (stereo not drawn)	-3.4
COc1ccc(S(=O)(=O)Nc2cccnc2)cc1	-6.9
CC(C)(C)C(=O)N/C(N)=N/c1nc2ccccc2o1	6.2
CC(C)C[C@H](N)c1nnc(SCc2ccc(Cl)cc2)o1	-2.9
COCc1cc(=O)n2[nH]c(-c3ccco3)cc2n1	-13.7
O=C(c1ccccc1F)N1CCN(S(=O)(=O)c2ccc(S(=O)(=O)N3CCCCCC3)cc2)CC1	-1.1
CC(=O)N1N=C(c2ccco2)CC1c1cc2ccc(C)cc2nc1Cl (stereo not drawn)	3.8
CCOC(=O)C1=C(C)NC(C)=C(C(=O)OCC)C1C(=O)OCC(=O)N(C)C	2.6
Cc1ccccc1NC(=S)NCC1CCC(CNC(=S)Nc2ccccc2C)CC1 (stereo not drawn)	7.1
CCOC(=O)c1c(O)c2cc(Cl)ccc2n(CC)c1=O	-9.3
O=C(Cn1nc(-c2ccc(Cl)cc2)c2ccccc2c1=O)NN1CCOCC1	4.8
COc1ccc(CNC(=O)C(C)N2C(=O)COc3ccc(C)cc32)c(OC)c1 (stereo not drawn)	2.0
C/C(Cc1ccccc1)=N\NC(=O)CNC(=O)c1ccc(Cl)cc1Cl	-11.6
CC1=C(C)CC(C(=O)NCc2ccccn2)C(C(=O)O)C1 (stereo not drawn)	5.7
O=C(O)/C=C/C(=O)N1Cc2cc3ccccc3nc2C1	-6.8
O=C(N/N=C(\CC(=O)c1cccs1)C(F)(F)F)c1cccnc1	9.4
O=C1CN(C(=O)c2ccc(Cl)c(S(=O)(=O)N3CCc4ccccc43)c2)c2ccccc2N1	1.8
FC(F)(F)c1cccc(OCC2CNC(=S)O2)c1 (stereo not drawn)	15.1
COc1cc(NC(=O)Cn2ccsc2=N)cc(OC)c1	5.1
COc1ccc2nc(COC(=O)c3cccs3)c(C(C)=O)[n+]([O-])c2c1	-9.9
COc1ccc(C(=O)Nc2c(-c3cccs3)c(=O)c3ccccc3n2C)cc1	-10.1
Cc1ccc(NC(=O)C[n+]2cc(-c3ccc(C)cc3)n3c2CCC3)cc1	4.2
SMILES	S1P3 antagonist
Cc1cc(=O)oc2cc(NC(=O)CC3(CC(=O)O)CCCC3)ccc12	-6.6
O=c1cc[nH]c2ccc(OC(F)(F)F)cc12	1.3
ClC1=C(Cl)C(Cl)=C(Cl)C1=C/C=C/c1ccccc1	0.6
Cn1ncc2c(Nc3ccccc3Cl)nc(Nc3ccccc3Cl)nc21	-7.7
O=C(O)Cc1c(-c2ccccc2Cl)c2cc(Br)ccc2[nH]c1=O	-0.5
CC(=O)Nc1ccc(Nc2nnc(-c3ccc(C)c(S(=O)(=O)NCC4CCCO4)c3)c3ccccc23)cc1 (stereo not drawn)	2.9
O=C(CCl)Nc1cccc(S(=O)(=O)NC2=NCCC2)c1	-20.1
O=C(O)c1cc(Cl)nc2ccccc12	11.4
Cc1cc(Br)c(OCC(=O)NN)c2c1CCC2	3.5
O=C(COC(=O)c1ccc(F)cc1)Nc1ccc(Cl)cn1	-8.7
Cc1ccc(C)c(N2CCN(c3ccncc3N)CC2)c1	-2.2
CN(C(=O)CC1C(=O)NCCN1CC(c1ccccc1)c1ccccc1)C(C1CC1)C1CC1 (stereo not drawn)	28.9*
CSc1nnc(C(C)(C)C)c(=O)n1/N=C/c1c(O)ccc2ccccc12	1.5
COc1cc(OC)c(N(C)S(=O)(=O)c2cccc(C(=O)NC(C)C3CC4CCC3C4)c2)cc1Cl (stereo not drawn)	19.8
O=C(CCCCCN1C(=O)c2cccc3cccc(c23)C1=O)NCc1cccnc1	-0.8
Cc1ccccc1-c1n[nH]c(=S)n1/N=C/C=C/c1ccco1	-4.7
Cn1cc(Br)c(NS(=O)(=O)c2ccc(Cl)s2)n1	3.6
COc1ccc(NC(=O)C(=O)N/N=C(\C)CC(=O)Nc2ccccn2)c(OC)c1	2.9
COc1ccc(C2CC(c3ccccc3)=NN2C(=O)COC(=O)/C=C/c2ccc(O)c(OC)c2)cc1 (stereo not drawn)	-7.7
Cc1cccc(-c2nc(C#N)c(NCc3ccco3)o2)c1	4.6
O=C(COC(=O)/C=C/c1ccc2c(c1)OCO2)NC1CCS(=O)(=O)C1 (stereo not drawn)	10.4
CN1CCN(CCc2nc3cc(NC(=O)c4ccco4)ccc3n2C)CC1	-13.0
CN(Cc1cn(C)nc1-c1ccc(Oc2ccccc2)cc1)C1CCOC1 (stereo not drawn)	-14.3
Cc1cc(C)n(-c2nc(SCC(=O)O)c3c4c(sc3n2)CCCC4)n1	-0.5
COc1ccc(/C=N/NC(=O)CSCC(=O)Nc2ccccc2)cc1	-5.5
SMILES	S1P3 antagonist
O=C(O)c1ccc2c(c1)C1C=CCC1C(c1ccncc1)N2 (stereo not drawn)	2.8
N=c1c2c(ncn1Cc1ccco1)Oc1cc(O)ccc1C2c1ccccc1 (stereo not drawn)	0.5
O=c1c2ccccc2cnn1Cc1n[nH]c(=S)n1C1CC2CCC1C2 (stereo not drawn)	-14.3
O=C1NCCN/C1=C\C(=O)c1ccc(Br)cc1	1.7
Cc1cc(Oc2ccc(N)cn2)cc(C)c1Cl	-14.2
O=C(O)C1CC(c2ccccc2)=Nc2ccccc2S1 (stereo not drawn)	0.2
N#C/C(=C\c1cccs1)C(=O)N1CCOCC1	1.8
CC(=O)Nc1ccc(NC(=S)Nc2ccc(Br)cc2)cc1	-17.2
NNc1nc(-c2ccccc2)c2cc(Cl)ccc2n1	2.2
COc1ccccc1N1CCN(C(=O)C2CCCCN2S(=O)(=O)c2ccc(C)cc2)CC1 (stereo not drawn)	-8.4
O=C1CN(Cc2nc3cc(Cl)ccc3c(=O)[nH]2)CCN1	-7.2
O=[N+]([O-])c1cc(Cl)cc2c1nc(NCCO)c1ccccc12	-3.3
COc1ccc(-c2n[nH]c(=S)n2-c2cc(OC)ccc2OC)cc1	9.0
O=C(COc1cc(Cl)c(Cl)cc1Cl)Nc1cccc(O)c1	-17.3
C=CCOCCN(CC)CC	2.7
O=C(O)Cc1nc(-c2cccnc2)sc1-c1ccc(Br)cc1	-3.2
CC(Sc1nc2sc3c(c2c(=O)n1-c1ccccc1)CCCC3)C(=O)O (stereo not drawn)	9.0
Cc1ccc(NC(=O)c2cc3cc(OC(F)(F)F)ccc3[nH]2)cc1	11.9
O=C(Cc1nc2ccccc2[nH]c1=O)c1ccc(Cl)cc1	16.5
Cc1ccc(NC(=O)NC(=O)c2cnccc2C(F)(F)F)c(C)c1	3.0
O=C(NC(=S)Nc1cccc2c(O)cccc12)c1cccc(Br)c1	2.4
O=C(O)CC(CC(=O)Nc1ccc(F)c(Cl)c1)c1ccc(Cl)cc1Cl (stereo not drawn)	59.1*
CN1CCN(c2nc3ccccn3c(=O)c2/C=C(\C#N)S(=O)(=O)c2ccc(Cl)cc2)CC1	-5.1
CC(C)(C)CC(=O)Nc1cc(S(=O)(=O)N2CCOCC2)ccc1N1CCCC1	-17.8
CCN(CC)CCCN1C(=O)C(=O)/C(=C(/O)c2ccc3c(c2)OCCO3)C1c1ccc(C)o1 (stereo not drawn)	-9.9
SMILES	S1P3 antagonist
O/N=C1\CCSc2ccc(F)cc21	7.8
O=C1CSC(=Nc2ccc(Cl)cc2)N1Cc1cccnc1	4.5
CN(C)C(=O)C[n+]1ccc(C(N)=O)cc1	-13.4
O=c1c2nncn2c2cccnc2n1CCNc1ncc(C(F)(F)F)cc1Cl	-2.2
CCCOC(=O)Nc1ccc(S(=O)(=O)Nc2ncccn2)cc1	-2.2
CCN(CC)S(=O)(=O)c1ccc(NN=C2CCN(C(C)C)CC2)c([N+](=O)[O-])c1	0.1
CC(C)(C)NC(=S)NCC1CC1	9.3
COc1cccc(/C=N/NC(=O)Cn2cnc3c2c(=O)n(C)c(=O)n3C)c1OC	-7.8
O=C(Nn1cnnc1)c1cc(-c2cccc(Br)c2)nc2ccccc12	1.8
O=[N+]([O-])c1ccc(SCCO)nc1SCCO	12.5
COc1ccc(/C=N/n2cnc3c([nH]c4ccc(C)cc43)c2=O)cc1CN1CCCC1	0.6
N#CC(C(=O)NC1CCCCC1)c1nc2ccccc2nc1N1CCOCC1 (stereo not drawn)	-0.9
Cc1cc(C)nc(/N=C(\NC(=O)C(C)(C)C)Nc2ccc(F)cc2)n1	-3.7
O=C(NCc1c(Cl)cccc1Oc1ccccc1)c1ccccc1	8.1
O=C(NCC1CCCO1)C(=O)N/N=C/c1cc(Cl)ccc1O (stereo not drawn)	6.2
Cc1cc2ccccc2n1CCNCc1c(C(=O)N2CCOCC2)nc2ccccn12	-4.2
Cn1cc(C(=O)NCCc2ccccc2)c(=O)c2cc(S(=O)(=O)N3CCOCC3)ccc21	2.7
CC(C)OC(=O)c1cc2c(ccn2-c2ccc(F)cc2)n1CC(=O)N1CCN(C(=O)c2ccco2)CC1	7.3
O=C(Nc1ccc(S(=O)(=O)Nc2nccs2)cc1)c1cc(-c2ccncc2)nc2ccccc12	-5.9
COc1cc(/C=N/NC(=O)c2ccccc2O)ccc1OC(=O)CC1SC(=O)NC1=O (stereo not drawn)	6.0
N=c1n(CC(=O)c2ccc(Br)s2)c2ccccc2n1Cc1ccccc1	14.8
O=C(COc1ccc(Cl)cc1Cl)NC(=S)Nc1ccc(CN2CCOCC2)cc1	2.2
CCOCCn1c(CN2CCN(C)CC2)nc2c1c(=O)n(C)c(=O)n2C	-12.5
Cc1ccc(S(=O)(=O)c2c(N)n(CCCN(C)C)c3nc4ccccc4nc23)cc1	-23.9
COc1ccc(Cl)cc1NC(=O)NCCN1CCNC1=O	-5.1
COc1ccc2nc(Cl)c(C3CC(c4ccco4)=NN3C(=O)CCCC(=O)O)cc2c1 (stereo not drawn)	-4.8
Cc1cc(C(=O)COC(=O)c2ccccc2Br)c(C)n1CC1CCCO1 (stereo not drawn)	-6.2
Cc1ccc(NC(=S)Nc2cccc(-c3n[nH]c(=S)o3)c2)cc1	2.0

In the list so far, 15 contain fluorine:
SMILES	S1P3 antagonist
Cc1nc(C(=O)NNC(=O)c2ccccc2)c(C(F)(F)F)o1	4.8
Fc1ccc(Nc2nnc(C(F)(F)F)s2)cc1Cl	4.2
FC(F)(F)c1nc2ccccc2[nH]1	-4.4
O=C(c1ccccc1F)N1CCN(S(=O)(=O)c2ccc(S(=O)(=O)N3CCCCCC3)cc2)CC1	-1.1
O=C(N/N=C(\CC(=O)c1cccs1)C(F)(F)F)c1cccnc1	9.4
FC(F)(F)c1cccc(OCC2CNC(=S)O2)c1 (stereo not drawn)	15.1
O=c1cc[nH]c2ccc(OC(F)(F)F)cc12	1.3
O=C(COC(=O)c1ccc(F)cc1)Nc1ccc(Cl)cn1	-8.7
Cc1ccc(NC(=O)c2cc3cc(OC(F)(F)F)ccc3[nH]2)cc1	11.9
Cc1ccc(NC(=O)NC(=O)c2cnccc2C(F)(F)F)c(C)c1	3.0
O=C(O)CC(CC(=O)Nc1ccc(F)c(Cl)c1)c1ccc(Cl)cc1Cl (stereo not drawn)	59.1*
O/N=C1\CCSc2ccc(F)cc21	7.8
O=c1c2nncn2c2cccnc2n1CCNc1ncc(C(F)(F)F)cc1Cl	-2.2
Cc1cc(C)nc(/N=C(\NC(=O)C(C)(C)C)Nc2ccc(F)cc2)n1	-3.7
CC(C)OC(=O)c1cc2c(ccn2-c2ccc(F)cc2)n1CC(=O)N1CCN(C(=O)c2ccco2)CC1	7.3
